GC-A act – GC-A stimulated cGMP production enhancers – HEK293 GC-A cells, cGMP TR-FRET, EC30 ANP, primary screen | 0% at EC30 ANP, 100% saturating ANP | actives 0.14% (n = 370,000) | activation, % at 10 µM; in the data active = activation above about 40%
DAX1 inh-1 – DAX1 (NR0B1) inhibitors, primary screen, cell-based, HEK293, Gal4-DAX1, luciferase luminescence | actives 0.99% (n = 340,000) | inhibition, % at 6.75 µM | AID 504766, 2011 | HEK293 Gal4-DAX1 luciferase reporter | Nuclear receptor subfamily 0 group B member 1 (Homo sapiens), P51843;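 active = inhibition above the mean over all tested compounds plus 3 SD, cut at about 4.2% in these data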;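 note: 0% = DAX1-transfected cells with DMSO and 100% = empty-vector control cells with DMSO; inhibition shows as a rise in luminescence from relieved DAX1 repression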
Target sequence (P51843 207-470 limits assumed): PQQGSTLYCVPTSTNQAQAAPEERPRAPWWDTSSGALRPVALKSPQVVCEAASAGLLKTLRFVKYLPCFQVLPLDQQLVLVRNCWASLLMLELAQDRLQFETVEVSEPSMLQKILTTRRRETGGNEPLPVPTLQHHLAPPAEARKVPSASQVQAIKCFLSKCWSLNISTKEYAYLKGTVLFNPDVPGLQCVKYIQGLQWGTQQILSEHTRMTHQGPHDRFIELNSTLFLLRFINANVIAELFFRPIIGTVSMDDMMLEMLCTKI
hcDAF-12 act – H. contortus DAF-12 nuclear receptor activators, primary screen, cell-based, luminescence, HEK293, lit1-tk-luc reporter; HEK293 hcDAF-12 lit1-tk-luc reporter; 0% DMSO, 100% Δ7-dafachronic acid; activation, % at 6.8 µM; actives 1.4% (n = 370,000);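 active = activation above the mean of all tested compounds plus 3 SD, cut at about 5.5% in these data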;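 note: 100% = response to 3 µM Δ7-dafachronic acid high control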
FXN GAA850 act – FXN promoter activators, primary screen, cell-based, luciferase luminescence, HEK293 lucGAA850; activation, % at 6 µM; HEK293 lucGAA850 FXN promoter luciferase reporter, 24 h; percent of 10 µM SAHA response; actives 0.56% (n = 360,000); AID 540364, 2011;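 active = activation above the average of all compounds screened plus 3 SD, cutoff fixed separately per campaign, cut at about 7.5% in these data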;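 note: 0% = DMSO wells and 100% = 10 µM SAHA wells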
hgDAF12 agonist – H. glycines DAF-12 receptor agonists, primary screen, cell-based, luminescence, HEK293, GAL4 fusion, UAS-luciferase; Nuclear hormone receptor DAF-12 (Heterodera glycines), GAL4 fusion; actives 1.8% (n = 370,000); activation, % at 6.8 µM; HEK293 GAL4-hgDAF12 UAS-luciferase reporter, agonist luminescence; normalized to butyrate control;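 active = activation above a cutoff set at the mean of all screened compounds plus 3 SD, cut at about 10% in these data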;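 note: 0% = DMSO wells and 100% = sodium butyrate wells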
proKLK7 act – proKLK7 zymogen activators, primary screen, biochemical, fluorescence intensity; actives 0.9% (n = 370,000); AID 652039, 2013; activation, % at 7 µM; purified proKLK7, EDANS-DABCYL substrate fluorescence; 100% is mature enzyme control, 0% vehicle;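 active = activation above the mean of all tested compounds plus 3 SD, computed per campaign excluding outliers beyond control limits, cut at about 13% in these data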
Target sequence (P49862 whole entry, looked up): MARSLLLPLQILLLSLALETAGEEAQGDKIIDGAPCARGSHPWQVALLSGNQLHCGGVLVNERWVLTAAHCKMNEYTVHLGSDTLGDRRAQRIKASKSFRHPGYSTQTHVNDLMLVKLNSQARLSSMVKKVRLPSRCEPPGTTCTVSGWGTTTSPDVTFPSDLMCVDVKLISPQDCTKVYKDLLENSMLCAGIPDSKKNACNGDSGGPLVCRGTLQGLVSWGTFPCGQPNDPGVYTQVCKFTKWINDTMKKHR
DAX1 inh-2 – DAX1 (NR0B1) inhibitors on StAR promoter, primary screen, cell-based, luminescence, SF-1 (NR5A1), full-length DAX-1. HEK293T StAR-luciferase reporter, SF-1/DAX-1 repression relief. inhibition, % at 6.8 µM. actives 1.1% (n = 370,000). AID 652010, 2013;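 active = inhibition above the mean over all tested compounds plus 3 SD, cut at about 3.6% in these data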;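 note: 0% = DAX-1 cells with DMSO and 100% = cells lacking DAX-1 with DMSO; higher inhibition means more luminescence from relief of DAX-1 repression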
HGIII-sPLA2 inh – human group III sPLA2 inhibitors, primary screen, biochemical, QFRET, BODIPY PC-A2 liposome substrate; Group 3 secretory phospholipase A2 (Homo sapiens), Q9NZ20; QFRET BODIPY PC-A2 liposome hydrolysis, fluorescence; inhibition, % at 12.2 µM; actives 0.56% (n = 370,000); AID 743126, 2013;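 active = inhibition above mean plus 3 SD of compounds lying within the high and low control bounds, cut at about 19% in these data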;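 note: 0% = median of test compound wells and 100% = no enzyme DMSO wells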
Target sequence (Q9NZ20 whole entry, looked up): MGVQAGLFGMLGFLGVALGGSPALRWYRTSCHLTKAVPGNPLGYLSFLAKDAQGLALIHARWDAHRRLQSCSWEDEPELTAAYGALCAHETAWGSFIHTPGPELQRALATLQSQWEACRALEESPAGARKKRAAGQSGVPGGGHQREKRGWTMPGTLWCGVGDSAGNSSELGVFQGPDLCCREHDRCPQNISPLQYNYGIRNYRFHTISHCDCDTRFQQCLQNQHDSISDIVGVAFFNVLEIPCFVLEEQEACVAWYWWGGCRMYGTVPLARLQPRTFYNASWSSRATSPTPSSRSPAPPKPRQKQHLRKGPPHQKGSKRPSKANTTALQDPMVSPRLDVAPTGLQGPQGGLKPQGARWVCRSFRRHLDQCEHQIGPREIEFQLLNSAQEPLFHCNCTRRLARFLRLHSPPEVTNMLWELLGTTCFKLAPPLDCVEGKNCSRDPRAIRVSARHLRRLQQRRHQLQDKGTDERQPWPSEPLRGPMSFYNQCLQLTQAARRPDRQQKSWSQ
ssDAF12 agonist – S. stercoralis DAF-12 nuclear receptor activators, primary screen, cell-based, luminescence, HEK293, GRIP1 co-expression, lit1-tk-luc | Nuclear hormone receptor DAF-12 (Strongyloides stercoralis) | HEK293 ssDAF-12/GRIP1 lit1-tk-luc reporter; % of 3 µM dafachronic acid response | activation, % at 6.8 µM | actives 1% (n = 370,000);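 active = activation above the mean over all tested compounds plus 3 SD, cut at about 0.9% in these data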;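 note: 0% = DMSO-only wells and 100% = 3 µM delta7-dafachronic acid wells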
NPR2 activator – human GC-B receptor activators, primary screen, HEK293 GC-B cells, cGMP TR-FRET, EC30 CNP | actives 0.11% (n = 370,000) | activation, % at 10 µM | Atrial natriuretic peptide receptor 2 (Homo sapiens), P20594 | 0% at EC30 CNP, 100% saturating CNP;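 active = activation at 10 µM reaching about 35% in either raw or pattern-adjusted values, limit read from the data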
SMARCA2 activ – SMARCA2 (BRM) function activators, primary screen, cell-based, luminescence, high throughput | MG213 cells, MMTV-luciferase reporter, dexamethasone, overnight | activation, % at 9.1 µM | actives 1% (n = 370,000); in the data active = activation above about 7.8%;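 note: 0% = vehicle wells and 100% = reference activator wells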
The depositor's hits bear a star; nt = not tested or not shown.

Sample of the layout:
SMILES | GC-A act | DAX1 inh-1 | hcDAF-12 act | FXN GAA850 act | hgDAF12 agonist | proKLK7 act | DAX1 inh-2 | HGIII-sPLA2 inh | ssDAF12 agonist | NPR2 activator | SMARCA2 activ
CCOc1ccccc1NC(=O)c1ccc(NC(=O)c2ccco2)cc1 | -2 | -1.3 | -2.0 | 3.0 | -2.1 | 0.2 | 0.3 | -5 | -1.6 | 7 | -1
Cc1ccc(NCc2nnc(SCC(=O)O)n2Cc2ccccc2)cc1Cl | -2 | nt | -1.7 | 1.6 | -0.2 | -0.6 | -0.2 | -2 | -0.8 | -2 | -1

The list itself, from the start:
SMILES | GC-A act | DAX1 inh-1 | hcDAF-12 act | FXN GAA850 act | hgDAF12 agonist | proKLK7 act | DAX1 inh-2 | HGIII-sPLA2 inh | ssDAF12 agonist | NPR2 activator | SMARCA2 activ
CCOc1ccccc1NC(=O)c1ccc(NC(=O)c2ccco2)cc1 | -2 | -1.3 | -2.0 | 3.0 | -2.1 | 0.2 | 0.3 | -5 | -1.6 | 7 | -1
Cc1ccc(NCc2nnc(SCC(=O)O)n2Cc2ccccc2)cc1Cl | -2 | nt | -1.7 | 1.6 | -0.2 | -0.6 | -0.2 | -2 | -0.8 | -2 | -1
CCOC(=O)c1cc(-c2ccccc2)sc1NC(=O)C(C)OC(=O)c1cccnc1Cl (configuration not stated) | -3 | -1.0 | 1.1 | 1.6 | 1.7 | 0.0 | 0.1 | 13 | -1.4 | 5 | -4
Cc1cc(C)c(C#N)c(Nc2ccc(F)cc2)n1 | 2 | 0.1 | 1.0 | -0.9 | 0.0 | 0.1 | -0.1 | 2 | -1.2 | 3 | 1
COc1ccc(CS(=O)(=O)c2nc(C)cc(C)c2S(C)(=O)=O)cc1 | -4 | -0.4 | -2.4 | 1.6 | -1.9 | -0.2 | 0.1 | 2 | -1.0 | -2 | -3
COc1ccccc1NC(=O)c1ccc([N+](=O)[O-])o1 | -2 | nt | -2.1 | nt | -4.5 | -0.3 | -1.3 | 4 | -1.0 | 1 | 6
O=C(Nc1ccc(Cl)c(Cl)c1)N1CC=C(c2ccccc2)CC1 | 0 | -0.5 | -3.6 | -1.5 | 6.5 | -0.4 | -0.5 | -7 | -1.2 | -4 | -1
Cc1[nH]n(-c2ccccc2)c(=O)c1N=Nc1ccccc1 | -4 | 0.6 | 6.0* | 3.0 | 8.0 | 0.3 | 1.0 | 3 | 0.8 | -6 | 2
COc1ccc(S(=O)(=O)N2c3ccccc3OCC2C(C)(C)C)cc1 (configuration not stated) | -8 | 0.7 | 1.4 | 0.3 | 0.2 | 0.2 | -1.0 | -1 | -1.3 | -9 | -5
COc1ccc(C(=O)Nc2cccc(/C(C)=N/NC(=O)c3ccc([N+](=O)[O-])c(C)c3)c2)cc1OC | 4 | -0.5 | 0.3 | 0.1 | 1.0 | 0.5 | -0.8 | 4 | -0.8 | 9 | -1
Cc1ccc(CC(=O)Nc2cc(C)ccn2)cc1 | 7 | 0.5 | -1.6 | 1.5 | 1.5 | -0.5 | 0.4 | 3 | -1.7 | 0 | -3
COc1ccccc1CNC(=O)Cc1cc(=O)[nH]c(=O)[nH]1 | -1 | 1.2 | 1.5 | -2.7 | 0.5 | 0.3 | 0.0 | -6 | -1.1 | 5 | 0
CCCn1nnc(NC(=O)c2cccc(OCC(C)C)c2)n1 | -1 | 0.6 | 1.9 | 1.1 | 1.7 | 0.5 | 0.4 | 2 | -1.2 | -1 | 0
NS(=O)(=O)c1ccc(CCNC(=O)c2ccc(Cl)s2)cc1 | 1 | -0.2 | -0.4 | -0.4 | -1.0 | -0.2 | -0.7 | -2 | -0.7 | 2 | -2
Cc1cc(C(F)F)n2nc(C(=O)Nc3cccc(S(=O)(=O)N4CCOCC4)c3)nc2n1 | 1 | 0.1 | 3.9 | 0.8 | -0.8 | 0.7 | -0.1 | 6 | 0.0 | 7 | 0
COc1ccc(C2NC(=O)NC(C)=C2[N+](=O)[O-])cc1 (configuration not stated) | 2 | 1.6 | -1.9 | -0.5 | 4.3 | 1.0 | -0.3 | 1 | -1.0 | 0 | -3
Cc1ccc(S(=O)(=O)c2nc(-c3ccccc3)oc2N2CCCC2)cc1 | 3 | -0.1 | 0.3 | 1.2 | 1.2 | -0.2 | 1.0 | 1 | -1.1 | 3 | 0
O=C(/C=C/c1ccc(-c2ccccc2[N+](=O)[O-])o1)c1ccccc1 | -21 | 0.8 | 2.2 | 2.1 | 0.6 | 0.5 | -0.4 | 5 | 0.2 | 0 | -3
Cc1cc(C)n(-c2ccccc2C#N)n1 | -3 | -0.8 | 0.6 | 1.1 | -1.2 | 0.8 | -0.8 | 9 | -1.1 | 3 | -4
CN(Cc1cnc2nc(N)nc(N)c2n1)c1ccc(C(=O)NC(CCC(=O)O)C(=O)O)cc1C(F)(F)F (configuration not stated) | 2 | -5.0 | -2.1 | -8.5 | -11 | 8.5 | -5.4 | -2 | -2.3 | -1 | -4
O=C(NC1CCCc2ccccc21)c1ccccc1Cl (configuration not stated) | 5 | 0.7 | 0.2 | -1.4 | -2.8 | 0.4 | -0.7 | 4 | -1.5 | 10 | -1
Cc1cc(C)c2nc(N3CCCN(C(=O)c4cnccn4)CC3)c(C#N)cc2c1 | -7 | -0.2 | -0.5 | -0.7 | -1.8 | 1.8 | 0.2 | -5 | 0.0 | 1 | -1
CCc1nc(SCc2cccnc2)c(C#N)cc1C | -9 | 0.7 | -1.0 | -0.7 | -1.4 | 0.3 | 1.3 | 2 | -1.0 | -5 | 2
CCN(CC)c1ccc2cc(C(=O)Nc3ccccn3)c(=O)oc2c1 | 9 | 2.2 | 4.9 | 0.8 | 14* | 0.6 | 2.6 | -8 | 0.5 | 4 | 3
O=C(NCCO)/C(=C\c1ccc(Br)cc1)NC(=O)c1cccs1 | -2 | 1.3 | -0.4 | 1.9 | 0.5 | -0.4 | -0.2 | -1 | -1.8 | -3 | -1
COc1ccccc1CCC(=O)N1CCC(n2nccc2NC(=O)CC(C)C)CC1 | 0 | 0.9 | -0.6 | 1.4 | -1.0 | -0.6 | -0.2 | 8 | -1.1 | -1 | 0
Cn1c(N)c(S(=O)(=O)N2CCN(c3ccccc3)CC2)c(=O)n(C)c1=O | -2 | 0.2 | 0.2 | -2.3 | -2.7 | 0.2 | -0.1 | 6 | -0.2 | 5 | -4
CCCn1nnc(NC(=S)NC(=O)/C=C/c2ccc(Cl)cc2)n1 | -8 | -0.5 | -1.1 | -1.4 | 0.2 | -0.4 | 0.4 | 10 | -1.2 | -13 | -1
CC(C)(C)OC(=O)C(C1NC(C(=O)O)C(C)(C)S1)N1C(=O)c2ccccc2C1=O (configuration not stated) | 2 | 1.3 | -0.2 | 0.1 | 0.2 | 0.0 | -0.5 | -12 | -1.2 | -1 | 3
COc1cc(/C=C2\CCCc3c2nc2ccccc2c3C(=O)O)cc(Cl)c1O | -1 | 0.1 | 3.9 | -2.0 | -0.6 | 0.3 | 0.1 | 5 | -0.5 | -8 | 0
Cc1ccccc1NC(=O)/C(=C/c1cccs1)NC(=O)c1ccco1 | -3 | 1.0 | -2.0 | -0.9 | -2.2 | 0.1 | 0.0 | -4 | -1.2 | 2 | 4
CCOC(=O)N1CCN(C(=O)COc2ccc3c(c2)C(=O)CC2(CCN(C(C)=O)CC2)O3)CC1 | 3 | -0.2 | -0.6 | -1.9 | -1.7 | 26* | 0.9 | 1 | -0.6 | 8 | -3
CCOc1ccc(Cl)cc1S(=O)(=O)NC1CCCC1 | -9 | 0.9 | 0.2 | -0.9 | -1.2 | 0.1 | -0.3 | -7 | -1.4 | -8 | 0
O=C(Nc1ccc(Cl)cc1C(=O)NCC1CCCO1)c1ccco1 (configuration not stated) | 5 | 0.3 | -1.0 | 1.0 | -1.6 | 0.5 | 0.7 | -3 | -0.4 | 4 | 6
CCOC(=O)CSc1nnnn1-c1cc(OC)ccc1OC | -4 | -0.8 | 0.8 | 0.8 | 5.0 | -0.7 | -0.5 | 2 | -1.0 | 3 | -4
O=C(Nc1ccsc1C(=O)O)c1cccc(C(F)(F)F)c1 | -12 | 1.9 | 3.0 | 0.4 | 5.2 | -0.6 | 1.4 | -3 | 0.1 | -2 | 3
CCn1c2ccccc2c2cc(NC(=O)CSc3nnc(-c4cccc(F)c4)o3)ccc21 | -3 | 0.2 | 0.1 | -2.1 | 0.3 | 0.2 | -0.6 | 1 | -1.6 | -3 | -5
Cc1ccc2c(c1)c1ncnc(N3CCOCC3)c1n2C | 1 | 0.7 | 2.2 | 5.2 | 0.9 | -15 | 0.2 | -2 | -0.2 | 1 | 6
CCOc1ccccc1/C=N/NC(=O)c1nnn(-c2nonc2N)c1CN1CCCC1 | -4 | 1.1 | -0.7 | 1.1 | -0.1 | -0.2 | 0.7 | 7 | -0.9 | 2 | -3
Cc1c(NC(=O)Nc2ccccc2)c(=O)n(-c2ccccc2)n1C | 0 | 0.2 | -0.3 | 1.2 | -1.8 | 0.3 | 0.6 | 7 | -0.3 | 3 | -2
O=C(COn1nnc2ccc(Cl)cc21)NC12CC3CC(CC(C3)C1)C2 | 0 | -0.7 | -2.0 | 0.3 | -2.8 | 0.5 | -0.4 | -5 | -1.7 | -6 | -3
FC(F)(F)c1cc(Cl)c2nc(-c3ccc(Cl)cc3)c(Cc3ccsc3)n2c1 | 0 | nt | 3.8 | nt | 2.1 | 0.1 | -0.3 | -7 | -0.9 | 9 | -4
CC(NC(=O)CNC(=O)c1sc2ccccc2c1Cl)c1cccnc1 (configuration not stated) | 1 | -1.7 | -1.5 | 0.8 | 1.3 | -0.3 | -0.5 | -6 | -0.9 | 3 | -2
Cc1nnnn1/C(=C\c1ccccc1)C(=O)OCC(=O)NC(C)(C)C | 9 | -1.2 | -0.1 | -6.2 | 1.4 | -0.2 | -0.5 | 14 | -1.6 | 4 | -4

Entries of single compounds, looked up by structure. Order of screens: GC-A act, DAX1 inh-1, hcDAF-12 act, FXN GAA850 act, hgDAF12 agonist, proKLK7 act, DAX1 inh-2, HGIII-sPLA2 inh, ssDAF12 agonist, NPR2 activator, SMARCA2 activ
`COc1ccc(C2NC(=O)NC(C)=C2[N+](=O)[O-])cc1` (configuration not stated) reads 2, 1.6, -1.9, -0.5, 4.3, 1.0, -0.3, 1, -1.0, 0, -3
`CN(Cc1cnc2nc(N)nc(N)c2n1)c1ccc(C(=O)NC(CCC(=O)O)C(=O)O)cc1C(F)(F)F` (configuration not stated) reads 2, -5.0, -2.1, -8.5, -11, 8.5, -5.4, -2, -2.3, -1, -4

Bioassay records (PubChem)
